Bioassay records deposited in PubChem BioAssay by National Center for Advancing Translational Sciences (NCATS).
APEX1 inh = inhibitors of human APE1 endonuclease | Potency, µM (series often up to 65.8 µM), inactives show top-dose activity change, negative = inhibition, hits mostly inhibitors | hit rate 0.35% among 350,000 | P27695 | recombinant APE1, TAMRA/BHQ-2 abasic DNA cleavage fluorescence;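 further: potency means the concentration at half of the fitted maximal effect; plate controls were vehicle for no effect and reference inhibitor for full effect; nearly all actives have a fitted effect of over 55% in size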
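Measures dequenching upon AP-site incision of a 5'-TAMRA/3'-BHQ-2 THF-containing duplex, 50 nM; human APE1 0.75 nM after 15 min room-temperature exposure to compound; kinetic three-point read at one-minute spacing.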
POLH inh = blocks human DNA polymerase eta activity; Q9Y253; recombinant Pol eta, fluorescent DNA replication assay; Potency, µM (series often up to 114 µM), without a hit: at the top dose activity change, negative = inhibition, hits mostly inhibitors; hit rate 1.2% among 390,000; further: potency means the concentration at half of the fitted maximal effect; on the % scale 0 is the no-effect control and ±100 the full control effect
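Fluorescent replication assay: 50 nM final substrate added after a 15 min room-temperature compound preincubation with 10 nM enzyme. Signal taken at 0 min and again at 10 min.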
ALOX12 inh = blocks human arachidonate 12S-lipoxygenase; purified 12hLO, xylenol orange hydroperoxide absorbance; Potency, µM (series often up to 108 µM), for inactives: at the top dose activity change, negative = inhibition, hits mostly inhibitors; hit rate 1.1% among 580,000; further: potency means the concentration at half of the fitted maximal effect; on the % scale 0 is the no-effect control and ±100 the full control effect
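Purified human 12hLO (150 nM final) in 25 mM Hepes, 0.01% Triton X-100, pH 7.0 was preincubated 15 min at room temperature with compound. Then 40 uM arachidonic acid was added, 30 min. Hydroperoxide was read by Fe-XO absorbance ratio 573/405 nm.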
Anesthetic bind = binds horse apoferritin like a general anesthetic. apoferritin/1-aminoanthracene competitive binding, fluorescence. P02791. Potency, µM (doses to about 77.5 µM), for the others: top-dose activity change, negative = displacement, actives largely listed as inhibitors. AID 485281. hit rate 0.074% among 350,000; further: potency means the concentration at half of the fitted maximal effect; on the % scale 0 is the no-effect control and ±100 the full control effect; nearly all actives have a fitted effect of over 20% in size
Target sequence (P02791 2-175 limits assumed): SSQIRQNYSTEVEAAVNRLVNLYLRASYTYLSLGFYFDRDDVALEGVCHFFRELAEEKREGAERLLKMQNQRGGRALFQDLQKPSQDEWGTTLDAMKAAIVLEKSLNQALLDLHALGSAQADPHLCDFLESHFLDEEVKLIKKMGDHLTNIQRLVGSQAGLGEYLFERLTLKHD
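Concentration-response curves derived by four-parameter Hill fitting of normalized fluorescence, where compounds displaced 1-AMA from 10 uM horse apoferritin following a brief 10 min room-temperature incubation; propofol titration acted as positive control.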
POLB inh = blocks human DNA polymerase beta activity; P06746; Pol beta primer extension/strand displacement, fluorescence kinetic; Potency, µM (highest dose often 114 µM), for inactives: at the highest dose activity change, negative = inhibition, hits mostly inhibitors; hit rate 1.3% among 340,000; AID 485314; further: potency means the concentration at half of the fitted maximal effect; on the % scale 0 is the no-effect control and ±100 the full control effect
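Curves were derived by four-parameter Hill fits of normalized qHTS data. The kinetic fluorescent primer-extension read was taken at 0 and 10 min after 50 nM substrate, following a 15 min room-temperature preincubation of 10 nM enzyme with compounds.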
ERG Ets-DNA blk = inhibitors of human ERG Ets domain-DNA interaction | fluorescence polarization, His-ERG Ets domain / labelled DNA | hit rate 0.028% among 370,000 | AID 624246 | Potency, µM (titrated, usually from 76.9 µM), for the others: top-dose FP activity, negative = inhibition, actives largely listed as inhibitors | P11308; active means well fitted inhibition curve with a large enough effect in the polarisation, with a control signal flat; inconclusive means small, poorly fitted or top-dose-only effect, or effect the other way, or a change in a side signal; inactive means no such curve, though single readings can be large or run the other way; the % refers to the polarisation;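 further: polarization taken with two DNA probes labelled with fluorescein and Texas red; potency means the concentration at half of the fitted maximal effect; % of control where 0% means no effect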
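His-tagged ERG Ets domain (1 uM in the protein solution; 300mM KCl, 50mM Tris-HCl, 1mM EDTA, 1mM DTT, pH 7.5) received compound, then a probe mix of 5 nM fluorescein-DNA and 100nM Texas-615-DNA. Fluorescence polarization was read for both dyes.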
RGS4 inh = blocks human RGS4-accelerated GTP hydrolysis | P49798 | Potency, µM (highest dose often 114 µM), for inactives: at the top dose activity change, negative = inhibition, usual class: inhibitors | hit rate 0.039% among 390,000 | Transcreener GDP fluorescence polarization, RGS4-accelerated GTP hydrolysis; further: potency means the concentration at half of the fitted maximal effect; on the % scale 0 is the no-effect control and ±100 the full control effect; nearly all actives have a fitted effect of over 75% in size; some results filed as inactive show a strong effect at the top dose
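MLSMR compounds (23 nl, pin-transferred) preincubated 10 min at room temperature with a 500nM (2x) first reagent, then RGS4 at 900nM (2x) plus Transcreener GDP mix added; fluorescence polarization (620/688 nm) read before and after 90 min at 30 °C.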
LDHA block = blocks human lactate dehydrogenase A; hit rate 0.15% among 480,000; purified LDHA, NADH/diaphorase-resazurin fluorescence; active compounds read low; activity change, % (values are at about 110 or 230 µM); in the data active means activity change below about -30%; inconclusive means mostly about -25% to -30%;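 further: plate controls were DMSO wells for no effect and wells without enzyme for full effect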
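LDH5 2 nM; NADH 0.06 mM, pyruvate 0.2 mM; 200 mM Tris pH 7.4, EDTA, Tween-20; 5 min RT. Detection: diaphorase 0.133 mg/mL + resazurin 37 µM, fluorescence ex540/em590 at 0 and 20 min; normalized to enzyme-free and DMSO wells.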
POLK inh = blocks human DNA polymerase kappa activity; Q9UBT6; purified Pol kappa, fluorescent DNA synthesis assay, 10 min; hit rate 0.53% among 400,000; Potency, µM (highest dose often 107 µM), without a hit: at the highest dose activity, negative = inhibition, hits mostly inhibitors; further: potency means the concentration at half of the fitted maximal effect; on the % scale 0 is the no-effect control and ±100 the full control effect
Target sequence (Q9UBT6 whole entry, looked up): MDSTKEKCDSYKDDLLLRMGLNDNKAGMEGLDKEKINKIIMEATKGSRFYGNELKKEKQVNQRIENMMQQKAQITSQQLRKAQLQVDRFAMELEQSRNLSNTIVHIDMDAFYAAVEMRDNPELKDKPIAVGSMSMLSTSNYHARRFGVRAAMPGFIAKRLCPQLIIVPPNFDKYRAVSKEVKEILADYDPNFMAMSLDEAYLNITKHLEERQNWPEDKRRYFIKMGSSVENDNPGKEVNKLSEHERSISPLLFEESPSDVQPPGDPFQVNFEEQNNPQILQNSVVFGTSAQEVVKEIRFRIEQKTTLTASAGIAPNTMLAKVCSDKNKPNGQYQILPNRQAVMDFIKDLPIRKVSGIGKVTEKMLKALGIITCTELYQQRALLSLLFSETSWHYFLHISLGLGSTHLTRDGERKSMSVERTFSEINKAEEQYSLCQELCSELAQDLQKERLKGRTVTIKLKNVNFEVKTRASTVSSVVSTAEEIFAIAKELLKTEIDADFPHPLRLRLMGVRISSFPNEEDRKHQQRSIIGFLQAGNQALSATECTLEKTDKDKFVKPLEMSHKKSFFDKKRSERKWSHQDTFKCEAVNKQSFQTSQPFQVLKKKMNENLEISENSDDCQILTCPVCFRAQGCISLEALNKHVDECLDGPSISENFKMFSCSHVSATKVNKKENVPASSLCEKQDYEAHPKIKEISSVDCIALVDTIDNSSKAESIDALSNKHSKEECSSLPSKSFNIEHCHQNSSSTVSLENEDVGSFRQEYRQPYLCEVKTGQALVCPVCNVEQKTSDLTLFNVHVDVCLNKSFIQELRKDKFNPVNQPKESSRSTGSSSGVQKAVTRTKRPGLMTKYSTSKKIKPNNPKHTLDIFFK
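Kinetic fluorescence readout at 0 and 10 min followed reaction start with substrate at 50 nM final. Beforehand, enzyme (10 nM Pol kappa) stood 15 min with compound at room temperature; buffer-only wells were negative controls.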
An asterisk follows results filed as active; ? = inconclusive; . = no result given; [ ] = dose if it differs, or a comment. Unless noted, the call rests on the fitted dose curve; in most records, active means well fitted curve in the direction sought with a large enough effect; inconclusive means small, poorly fitted or top-dose-only effect, or another doubt; inactive means no such curve, though single readings can be large; an effect the other way counts as inactive or inconclusive. Only part of the results is shown, so the mix of outcomes need not match the whole.

molecule | ALOX12 inh | APEX1 inh | LDHA block | POLH inh | RGS4 inh | POLK inh | Anesthetic bind | ERG Ets-DNA blk | POLB inh
COc1ccccc1/C=N/N1CCN(c2ccc(Cl)cc2)CC1 | 9% | 9% | 0 | -12% | -20% | 1% | -14% | 3% | -3%
CC(SC1=NCCN1S(=O)(=O)c1ccc(F)cc1)c1ccccc1 (centres undefined) | 102%[activator] | -10% | -1 | -13% | 6% | 6% | 2% | 0% | 20%
N#Cc1ccc(C(=O)N2CCN(S(=O)(=O)c3ccc(Br)s3)CC2)cc1 | -3% | -3% | -2 | -16% | -23% | -3% | -6% | -13% | -26%
Cc1coc2cc3oc(=O)c(CC(=O)NCCc4ccccc4)c(C)c3cc12 | -9% | . | 0 | -12% | 6% | 1% | -2% | 6% | -11%
Cc1nonc1OCCNCCNc1ccc([N+](=O)[O-])cc1Cl | -17% | 11% | 0 | -21% | 7% | 6% | ? | 0% | 15%
Cc1sc(N)c(C(=O)c2cccc(C(F)(F)F)c2)c1C | ? | 12% | . | . | -173%[56.9 µM] | -2%[19.4 µM] | . | . | .
COc1ccc(-c2cc(C)no2)cc1S(=O)(=O)Nc1cccc(C)c1 | -12% | -17% | -10 | -11% | -11% | -6% | -12% | 7% | 8%
COc1ccc(NC(=O)CSc2nc(-c3ccc(OC)cc3)[nH]c2-c2ccc(F)cc2)cc1 | -2% | . | 0 | -12% | 11% | -32% | 3% | 0% | 6%
CCc1cccc(CC)c1N1C(=O)c2cc(N3CCOCC3)c([N+](=O)[O-])cc2C1=O | 12% | -2% | 1 | -10% | -26% | 5% | -12% | -2% | 2%
CC(C)(C)OC(=O)C[C@@H]1C/C=C\C[C@H](CC(=O)N(CCO)Cc2ccccc2)C(=O)NC[C@@H](c2ccccc2)OC1=O | 24% | 5% | -6 | -16% | 18% | -8% | . | -10% | .
COc1ccc(CNC(=O)C(=O)Nc2ccccc2OC)cc1 | -24% | . | -6 | -5% | 7% | -13% | -4% | -2% | -2%
COc1ccc(C2C3CCCCC3(O)CCN2C(=O)c2cccs2)cc1 (centres undefined) | -11% | 3% | -3 | 1% | 24% | -8% | -10% | 4% | 9%
Cc1ccc(C(=O)CC2(O)C(=O)N(Cc3ccccc3)c3ccc(Br)cc32)cc1 (centres undefined) | ? | . | -8 | -11% | 9% | -7%[60.1 µM] | -1% | -1% | 12%
COc1ccccc1CNS(=O)(=O)CCNC1CCCCC1 | 5% | . | 1 | -14% | -15% | 17% | . | -23% | .
O=C(O)c1ccc(N2CCN(c3ccc(Cl)cc3)CC2)c([N+](=O)[O-])c1 | 48%[activator] | 30% | -14 | -7% | 11% | -10% | -9% | -9% | -23%
Cc1ccc2[nH]c3c(c2c1)CNCC3 | 0% | 16% | -6 | -1% | 15% | 7% | 0% | 6% | 27%

Brought forward from above: 5 compounds, then new ones.
molecule | ALOX12 inh | APEX1 inh | LDHA block | POLH inh | RGS4 inh | POLK inh | Anesthetic bind | ERG Ets-DNA blk | POLB inh
COc1ccc(C2C3CCCCC3(O)CCN2C(=O)c2cccs2)cc1 (centres undefined) | -11% | 3% | -3 | 1% | 24% | -8% | -10% | 4% | 9%
Cc1ccc(C(=O)CC2(O)C(=O)N(Cc3ccccc3)c3ccc(Br)cc32)cc1 (centres undefined) | ? | . | -8 | -11% | 9% | -7%[60.1 µM] | -1% | -1% | 12%
COc1ccccc1CNS(=O)(=O)CCNC1CCCCC1 | 5% | . | 1 | -14% | -15% | 17% | . | -23% | .
O=C(O)c1ccc(N2CCN(c3ccc(Cl)cc3)CC2)c([N+](=O)[O-])c1 | 48%[activator] | 30% | -14 | -7% | 11% | -10% | -9% | -9% | -23%
Cc1ccc2[nH]c3c(c2c1)CNCC3 | 0% | 16% | -6 | -1% | 15% | 7% | 0% | 6% | 27%
Cc1cc(OCC(=O)Nc2ccncc2)cc(C)c1Br | 0%[57.4 µM] | 4% | -3 | -11% | 20% | -15% | -20% | -3% | -1%
O=C(NC(=O)c1ccccc1N1CCCCC1)Nc1ccc(Br)cc1 | 6% | 0% | -3 | 5% | 20% | 0% | -6% | -5% | 2%
CC(=O)CC(C)(C)S(=O)(=O)c1ccc(NC(C)=O)cc1 | 13% | -5% | -2 | 5% | 14% | -4% | 0% | . | 12%
COc1ccc(NC(=O)NCCN2CCN(c3ccc(C)cc3)CC2)c(Cl)c1 | ? | 27% | 1 | -10% | 11% | 4% | -3% | -12% | 2%
N#C/C(=C(/O)COc1ccc(Br)cc1)c1nnc2n1CCCCC2 | 2% | ? | -3 | -3% | 0%[56.9 µM] | -5% | -6% | -10% | -2%
COC(=O)c1ccc(Cl)c(NC(=O)CN(c2ccccc2)S(=O)(=O)c2ccc(OC)cc2)c1 | -13% | -7% | -3 | -8% | -9% | -6% | 7% | . | 11%[57.1 µM]
COCC(=O)c1[nH]c2ccccc2c1C | 0% | -5% | -5 | 1% | 7% | -2% | ? | -2% | 19%
CCOC(=O)c1c(COc2ccccc2)oc2ccc(O)cc12 | . | -4% | 1 | -9% | 17% | -14% | -18% | 2% | 11%
CCOc1ccc(C(=O)NCC(=O)OCC(=O)Nc2ccccc2OC)cc1 | 0% | 12% | -1 | -18% | -51% | 2% | -12% | -9% | 33%
CCCCC(CCC(=O)Nc1cccc([N+](=O)[O-])c1)C(=O)O (centres undefined) | -4% | 0% | -9 | 12% | 15% | -6% | -8% | 10% | 76%
CCc1cccc(OCC(=O)N(C)CC(=O)Nc2cccc(F)c2)c1 | -1% | -2% | -1 | -20% | -6% | -3% | . | 0% | .
COc1ccc(Cc2nc(C(=O)Nc3ccc(F)cc3)cs2)cc1 | ? | -2% | -6 | 1% | -20% | -9% | ? | -3% | 18%
CCOC(=O)c1cc2c(ccn2C)n1Cc1ccc(Cl)cc1 | -21% | 1% | -1 | -13% | -71%[56.9 µM] | -11% | -17% | 9% | -13%
O=C1ON=C(c2ccc([N+](=O)[O-])cc2)/C1=C/c1ccccc1O | ? | 2% | -43* | ? | ? | -1% | -16% | 5% | 5%
Cc1nn(CC(=O)N2CCCCCC2)c(=O)c2cc3occc3n12 | 3% | 13% | 0 | -20% | 25%[11.4 µM] | 4% | -16% | -6% | 16%
O=C(NCCNCc1ccccn1)c1ccco1 | 3% | ? | 1 | -15% | -6% | -10% | 0% | -11% | 2%
Cc1c(C(=O)N(C)Cc2ccc(OC(F)F)cc2)oc2ccccc12 | -21% | 6% | 1 | -8% | 7% | -19% | 5% | 109%[activator] | 10%
CC(C)(C)NC(=O)CSc1nncn1-c1ccccc1 | 18% | -1% | -2 | -12% | 7% | -4%[60.1 µM] | -7% | . | 8%
O=C(Nc1cccc(S(=O)(=O)Nc2ccc(Cl)cc2)c1)c1ccc[n+]([O-])c1 | ? | 0% | 1 | -4% | 7% | 13% | -1% | -8% | -17%
CCNC(=O)NC(=O)C(C)OC(=O)c1ccc(SC)cc1OC (centres undefined) | -2% | 4% | -13 | -18% | 4%[56.9 µM] | -12% | -6% | -3% | -2%
CC(=O)N1CCN(c2ccccc2NC(=O)COc2ccc(Br)cc2)CC1 | 2% | -1% | 6 | -9% | -24% | -6% | -11% | 4% | 0%
CCOC(=O)c1[nH]cnc1C(=O)Nc1ccccc1 | 7% | -5% | -8 | 0% | 8% | -6% | -6% | -9% | 30%
CCC(C)[C@H](NC(=O)NCCC1=CCCCC1)C(=O)O (some centres undefined) | 1% | -3% | -9 | 31%[activator] | 9%[11.4 µM] | -13% | -1% | -8% | -23%
Cc1ccc(-c2nnc(Nc3cccc(Cl)c3)c3ccccc23)cc1S(=O)(=O)NCC1CCCO1 (centres undefined) | -9% | . | -13 | -7% | 27% | -6% | 53%[activator] | 5% | 6%
Cc1ccc(C)c(NC(=O)CSc2nnc(-c3cc(C)[nH]n3)n2N)c1 | 8% | -10% | 0 | 7% | 26% | -16% | -9% | 0% | 2%
Cc1cc(N)n2nc(C)c(-c3ccc(Cl)cc3)c2n1 | 2% | 17% | -20 | 4% | 15% | -9% | -9% | 14% | 0%
CC(=O)c1cnc(N(C)C)s1 | -1% | 9% | -3 | -7% | -34% | -1% | 2% | -13% | -1%
C#CCNc1ccc(C(=O)OCC)cc1 | 3% | 26% | -7 | -3% | 18% | 3% | -8% | 14% | 93%
COc1ccc(S(=O)(=O)N/N=C(/C)c2ccc(C)o2)cc1 | -4% | . | -15 | 2% | 10% | -11% | . | 22% | .
Cc1ccccc1Nc1nc(N)nc(CN(C)Cc2ccccc2Cl)n1 | -5% | 19% | -9 | -24% | 22% | -5% | -6% | 1% | 26%
CC1C/C(=C/c2cccs2)C(=O)/C(=C/c2cccs2)C1 (centres undefined) | ? | -1% | -3 | -16% | 3% | -6% | -12% | 18% | 1%
O=C(CSc1n[nH]c(-c2ccncc2)n1)c1cccc([N+](=O)[O-])c1 | -4% | -8% | -5 | 12% | -22% | -6% | -11% | 9% | -18%
O=C(NCCc1ccc(Cl)cc1)C1CCCN1C(=O)NCc1ccccc1 (centres undefined) | 1% | -12% | -5 | -9% | 1% | 5% | -5% | -3% | ?
